High-throughput results: PubChem BioAssay, several laboratories
HRas wt GTP: modulators of GTP binding to human HRas wildtype; GTP binding activity, % at 10 µM; 190,000 compounds, 0.14% hits; P01112; GST-Ras wt beads, Bodipy-FL-GTP binding, flow cytometry; actives lie on both sides;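 active = GTP binding activity at least 20% away from the 100% baseline, either lowered as inhibitor or raised as activator; inconclusive = flagged as likely green fluorescent, judged across all proteins in the well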;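 also: 0% = unlabeled GTP competition control and 100% = no-compound control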
Target sequence (P01112 whole entry, looked up): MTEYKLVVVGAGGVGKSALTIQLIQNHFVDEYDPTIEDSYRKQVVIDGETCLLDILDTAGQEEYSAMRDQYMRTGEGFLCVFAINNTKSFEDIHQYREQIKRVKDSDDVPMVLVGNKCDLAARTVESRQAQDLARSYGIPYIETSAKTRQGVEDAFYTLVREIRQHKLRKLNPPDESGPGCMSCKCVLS
Pf gametocyte: P. falciparum stage V gametocyte viability inhibition; P. falciparum stage V gametocytes, ATP luminescence, 24 h; 150,000 compounds, 0.065% hits; inhibition, % at 10.9 µM;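 active = inhibition above the mean plus 3 SD of compounds within the control limits, set per campaign, cut at about 38% in these data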;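 also: 0% = DMSO wells and 100% = medium only without gametocytes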
Rab7 wt modul: modulators of GTP binding to dog Rab7 wildtype GTPase | GST-Rab7 beads, fluorescent GTP binding, flow cytometry; actives lie on both sides; untreated = 100%, excess cold GTP = 0% | GTP binding activity (percent of control), % at 10 µM | 190,000 compounds, 0.055% hits | AID 758;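 active = fluorescent GTP binding to Rab7 beads changed by at least 20 points from the 100% baseline, either direction, mostly lower; inconclusive = compound itself probably fluorescent, or too few beads counted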;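 also: median green fluorescence of bound Bodipy-FL-GTP per Rab7 bead population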
Rac1 mut GTP: modulators of GTP binding to human Rac1 activated mutant | P63000 | GST-Rac1 activated beads, fluorescent GTP binding, flow cytometry; actives lie on both sides; 100% means binding = to untreated wells | percent activity (GTP binding), % at 10 µM | 190,000 compounds, 0.11% hits | AID 764;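 active = GTP binding at least 20 percentage points away from the 100% baseline, in either direction, so actives lie on both sides; inconclusive = Compound likely fluorescent itself, or too few beads counted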
Avidin bead fluor: avidin bead compound fluorescence profile | Avidin beads, compound fluorescence 488/530 nm, flow cytometry; hits give high values | fluorescence (KMESF) at 10 µM | 220,000 compounds, 0.38% hits; in the data active = fluorescence above about 47; also: inactives centre near 10
Cdc42 wt: modulators (inhibitors or activators) of GTP binding to human Cdc42 wildtype | GST-Cdc42 beads, Bodipy-GTP binding, flow cytometry; actives lie on both sides | P60953 | 190,000 compounds, 0.2% hits | percent activity (GTP binding), % at 10 µM;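 active = percent activity GTP binding at least 20 points away from the 100% baseline, either down as inhibitor or up as activator; inconclusive = compound flagged as likely green fluorescent from well-wide comparison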;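 also: median bead fluorescence of bound Bodipy-FL-GTP at 100 nM; 0% = excess unlabeled GTP control and 100% = no compound control; below 100% means less GTP binding so inhibitor and above means activator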
Target sequence (P60953 whole entry, looked up): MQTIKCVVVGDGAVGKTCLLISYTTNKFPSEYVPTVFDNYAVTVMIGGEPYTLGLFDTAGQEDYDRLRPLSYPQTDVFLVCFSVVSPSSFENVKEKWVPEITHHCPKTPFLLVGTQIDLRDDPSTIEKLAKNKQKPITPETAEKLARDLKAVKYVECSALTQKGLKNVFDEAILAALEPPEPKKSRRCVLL
Mcl1 Noxa PPI: Mcl-1/Noxa interaction inhibition | TR-FRET Mcl-1/Noxa peptide binding, 2 h | inhibition, % at 21.7 µM | 220,000 compounds, 1.5% hits | AID 1022;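 active = compounds that cut the protein-peptide binding signal by more than 50% relative to plate controls in a single-dose test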;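 also: His-tagged Mcl-1 with rhodamine Noxa BH3 peptide and terbium anti-His antibody; 0% = Mcl-1 plus Noxa peptide wells and 100% = peptide-only wells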
Target sequence (Q07820 whole entry, looked up): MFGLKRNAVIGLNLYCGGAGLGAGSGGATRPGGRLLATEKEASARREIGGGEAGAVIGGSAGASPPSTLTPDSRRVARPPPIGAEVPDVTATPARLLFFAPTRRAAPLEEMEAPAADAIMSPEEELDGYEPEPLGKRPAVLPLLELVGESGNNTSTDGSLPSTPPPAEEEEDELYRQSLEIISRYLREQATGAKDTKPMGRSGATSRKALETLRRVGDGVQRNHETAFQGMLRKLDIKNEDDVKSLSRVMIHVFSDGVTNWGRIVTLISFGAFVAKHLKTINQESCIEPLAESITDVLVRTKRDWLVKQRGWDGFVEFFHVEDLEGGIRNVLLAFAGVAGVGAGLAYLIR
Mcl1-Bid inh: Mcl-1/Bid interaction inhibition; Q07820; TR-FRET Mcl-1/Bid-Dy647 peptide binding, 1536-well; inhibition, % at 21.7 µM; 220,000 compounds, 0.97% hits; AID 1021;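 active = compounds that cut the binding signal by more than half at the single screening dose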;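 also: His-tagged Mcl-1 with europium anti-His antibody binding Bid BH3 peptide; 0% = Mcl-1 plus peptide wells and 100% = peptide-only wells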
Rab2A wt mod: changes GTP binding to wildtype dog Rab2A, up or down; P61105; GST-Rab2 wt beads, Bodipy-GTP binding, flow cytometry; GTP binding activity, % at 10 µM; 190,000 compounds, 0.19% hits;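 active = GTP binding activity at least 20 points away from 100%, either lowered or raised; inconclusive = signal likely due to the compound's own green fluorescence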;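 also: 0% = beads with excess unlabeled GTP and 100% = no-compound control corrected for plate trend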
Rac1 wt modul: human Rac1 wildtype GTP binding, inhibitors and activators; P63000; GST-Rac1 beads, fluorescent GTP binding, flow cytometry; actives lie on both sides; 0 = cold GTP competed, 100 = untreated; GTP binding activity (% of control), % at 10 µM; 190,000 compounds, 0.27% hits;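 active = GTP binding activity at least 20 points away from the 100% control level, either lower or higher; inconclusive = compound flagged as likely green fluorescent, judged across all proteins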
Bim-Mcl-1: human Bim-Mcl-1 interaction inhibition | inhibition, % at 10 µM | Q07820 | Bead-based flow cytometry, Bim peptide-Mcl-1 binding | 190,000 compounds, 0.1% hits; in the data active = inhibition above about 40%;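 also: 0% = no compound tracer wells and 100% = peptide blocker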
* hit, by the source's call; ? = inconclusive; nt = no result given.

cpd	compound	HRas wt GTP	Pf gametocyte	Rab7 wt modul	Rac1 mut GTP	Avidin bead fluor	Cdc42 wt
1	CC(C)(C)NC(=O)Cn1c(SCC(=O)NC2CCCCC2)nc2ccccc21	100	nt	101	98	12	100
2	CC(/C=N/Nc1nc(C)cc(=O)[nH]1)=C\c1ccccc1	97	-9	105	95	24	94
3	COC(=O)c1cc(S(=O)(=O)N2CCOCC2)ccc1Sc1ccccc1N	101	nt	100	99	18	99
4	COc1ccccc1C1Nc2cccc3cccc(c23)N1	103	10	100	101	1	105
5	Cc1ccc(C(=O)NC(c2ccccc2)C(Cl)Cl)cc1 (centres undefined)	100	-4	100	100	12	104
6	CC(=O)Oc1ccc(N(c2ccccc2)S(=O)(=O)c2ccc(C)cc2)cc1	91	0	95	91	8	96
7	CCn1c(CNc2ccccc2Cl)nnc1SCC(=O)NCc1ccccc1	104	-16	104	100	11	103
8	CNC(=S)N(Cc1ccc(OC)cc1)Cc1cc2cccc(C)c2[nH]c1=O	97	-38	98	96	12	98
9	COC(=O)Cc1ccc(NC(=S)N2CCN(c3ccc(F)cc3)CC2)cc1	96	nt	96	97	6	98
10	COc1ccc(C(c2c(C)[nH]n(-c3ccccc3)c2=O)c2c(C)[nH]n(-c3ccccc3)c2=O)cc1OC	96	-36	96	96	8	98
11	O=C(CC(NC(=O)OCc1ccccc1)C(=O)O)OCc1ccccc1 (centres undefined)	89	-11	89	85	9	86
12	COc1ccc(-c2nnn(CC(=O)N(CCCO)C(C(=O)NC3CCCC3)c3ccncc3)n2)cc1 (centres undefined)	100	6	99	96	8	102
13	COc1ccc(-c2ccc(SCc3cccnc3)nn2)cc1OC	91	-6	97	95	8	90
14	O=C1CC(/C=C/c2ccncc2)=Nc2ccccc2N1	96	-2	103	96	99*	98
15	O=C(Nc1ccc2cn[nH]c2c1)c1ccc(Cl)c(S(=O)(=O)N2CCOCC2)c1	96	-1	95	99	11	102

cpd	Mcl1 Noxa PPI	Mcl1-Bid inh	Rab2A wt mod	Rac1 wt modul	Bim-Mcl-1
1	13	-14	100	104	-3
2	24	-8	95	91	0
3	0	0	101	109	-3
4	33	8	103	103	0
5	4	-1	101	105	-4
6	7	-2	100	94	-1
7	13	-10	103	106	1
8	-1	-15	98	103	2
9	0	-53	95	99	-2
10	19	-85	94	99	1
11	17	-32	87	87	-2
12	7	87*	104	103	0
13	-5	-2	88	96	0
14	12	-26	98	99	-2
15	-3	-6	93	97	0

Remaining list, next part:
cpd	compound	HRas wt GTP	Pf gametocyte	Rab7 wt modul	Rac1 mut GTP	Avidin bead fluor	Cdc42 wt
16	Cc1cccc(C2CC(c3ccc(Br)cc3)Nc3nc(N)nn32)c1 (centres undefined)	104	nt	108	100	8	106
17	CCCn1nc(C(=O)N2CC(=O)Nc3ccccc32)c2ccccc2c1=O	101	nt	98	101	21	106
18	COc1ccccc1NC(=O)CSc1ncn[nH]1	104	nt	100	106	14	107
19	Cc1ccc(OCCCCn2ccnc2)c([N+](=O)[O-])c1	100	-7	102	98	10	100
20	CCOC(=O)[C@@H]1CCNC[C@@H]1c1ccccc1	103	nt	103	100	32	106
21	Cc1ccc(S(=O)(=O)N2CCC[C@H]2C(=O)OC(C)C(=O)Nc2ncc(Cl)cc2Cl)cc1 (some centres undefined)	103	nt	101	100	12	103
22	C#CCOc1ccc(Br)cc1/C=N/O	97	-25	99	97	11	97
23	COc1cccc(N2CC(O)=C(c3nc4ccccc4s3)C2=N)c1	94	16	92	93	12	93
24	COc1cccc(OC)c1C(=O)Nc1cc(C)nn1-c1nc2ccccc2[nH]1	98	3	96	94	13	95
25	COc1ccc(C(=O)n2nc(-c3ccc(Cl)cc3)nc2N)cc1OC	100	nt	102	98	11	100
26	Cc1ccc(-c2ccc(/C=C3/NC(=O)NC3=O)o2)cc1[N+](=O)[O-]	?	1	?	?	14	?
27	N#C/C(=C/c1ccc(N2CCOCC2)o1)C(=O)NC1CCCCC1	94	-7	95	93	13	96
28	CCN(CC)CCN(CC(=O)N(C1CCCCC1)C1CCCCC1)C(=O)c1cccnc1	100	14	104	96	10	94
29	CCOc1cc(/C=C(/C#N)c2ccc(Cl)cc2)cc(Cl)c1OCC(=O)O	92	-11	94	91	5	88
30	COc1ccc(CCNC(=O)c2ccc(CN3CCC(Cc4ccccc4)CC3)cc2)cc1OC	104	13	103	102	1	101

cpd	Mcl1 Noxa PPI	Mcl1-Bid inh	Rab2A wt mod	Rac1 wt modul	Bim-Mcl-1
16	18	-15	102	104	3
17	-2	-16	99	107	-2
18	-6	-27	101	111	2
19	30	-3	100	103	0
20	-15	0	103	108	-5
21	16	-13	103	101	0
22	14	5	99	103	-3
23	-12	-61	93	96	0
24	-20	-35	97	98	0
25	12	42	99	104	-3
26	77*	73*	?	?	2
27	-8	-73	94	100	2
28	20	10	98	102	-2
29	8	-25	90	93	-3
30	-4	-35	101	106	-6

4 entries drawn at random from the list so far:
cpd	compound	HRas wt GTP	Pf gametocyte	Rab7 wt modul	Rac1 mut GTP	Avidin bead fluor	Cdc42 wt
26	Cc1ccc(-c2ccc(/C=C3/NC(=O)NC3=O)o2)cc1[N+](=O)[O-]	?	1	?	?	14	?
21	Cc1ccc(S(=O)(=O)N2CCC[C@H]2C(=O)OC(C)C(=O)Nc2ncc(Cl)cc2Cl)cc1 (some centres undefined)	103	nt	101	100	12	103
29	CCOc1cc(/C=C(/C#N)c2ccc(Cl)cc2)cc(Cl)c1OCC(=O)O	92	-11	94	91	5	88
19	Cc1ccc(OCCCCn2ccnc2)c([N+](=O)[O-])c1	100	-7	102	98	10	100

cpd	Mcl1 Noxa PPI	Mcl1-Bid inh	Rab2A wt mod	Rac1 wt modul	Bim-Mcl-1
26	77*	73*	?	?	2
21	16	-13	103	101	0
29	8	-25	90	93	-3
19	30	-3	100	103	0

(continued)
cpd	compound	HRas wt GTP	Pf gametocyte	Rab7 wt modul	Rac1 mut GTP	Avidin bead fluor	Cdc42 wt
31	CC(C)NS(=O)(=O)c1ccc(NC(=O)Cc2cccs2)cc1	101	nt	97	102	11	103
32	c1ccc2c(-c3nnc4n3CCCCC4)cc(-c3ccncc3)nc2c1	99	nt	97	97	18	100
33	CC(C)C(NS(=O)(=O)c1ccc2c(c1)oc(=O)n2C)C(=O)N1CCN(Cc2ccccc2)CC1 (centres undefined)	97	nt	98	97	8	94
34	COC(=O)CSc1nc2cc(C)cc(C)c2cc1C#N	100	1	101	98	29	105
35	CCCC(=O)c1c(C)c2ccccc2n1C	101	nt	100	98	3	101
36	CN1CCN(C(=O)c2cc(-c3ccccc3)on2)CC1	101	nt	100	100	8	104
37	O=C(c1ccc(S(=O)(=O)c2ccccc2Cl)c([N+](=O)[O-])c1)N1CCN(Cc2ccccc2)CC1	97	3	96	98	8	93
38	Cc1cc(C)c(C#N)c(Sc2ccc(N)cc2)n1	98	19	98	96	12	97
39	COc1ccc(S(=O)(=O)Nc2nc(C(F)(F)F)cs2)cc1	96	nt	93	90	13	92
40	Cc1ccc(Nc2c3c(nc4ncnn24)CCC3)cc1	96	-8	98	95	82*	97
41	COc1n[nH]c2nncnc12	100	nt	100	99	13	103
42	Oc1ccc(-c2n[nH]c(=S)n2Cc2ccccc2)cc1	100	nt	99	98	8	100
43	COc1cccc(C(=O)NCCn2ccc3ccccc32)c1	103	nt	100	103	8	101
44	Clc1ccc(SCCCCn2ccnc2)cc1	95	nt	99	95	7	97
45	COc1ccccc1N1CCN(C(CNS(=O)(=O)c2ccc(C)cc2)c2cccnc2)CC1 (centres undefined)	106	nt	107	100	18	104

cpd	Mcl1 Noxa PPI	Mcl1-Bid inh	Rab2A wt mod	Rac1 wt modul	Bim-Mcl-1
31	-5	-18	100	109	-2
32	4	16	99	99	-3
33	11	-4	97	96	-4
34	-14	-21	103	109	-3
35	1	-91	98	101	4
36	9	-11	102	103	0
37	5	7	99	98	-5
38	6	-61	94	100	-1
39	30	25	94	90	-2
40	6	0	96	97	0
41	19	-11	99	102	-2
42	15	-10	99	101	-6
43	-14	-28	104	108	-1
44	22	48	97	93	-5
45	12	-15	105	105	9

Values by screen from above:
Nos. 34 to 44 in Mcl1 Noxa PPI: -14, 1, 9, 5, 6, 30, 6, 19, 15, -14, 22

Shown screen by screen: 5 of the compounds above
[37] O=C(c1ccc(S(=O)(=O)c2ccccc2Cl)c([N+](=O)[O-])c1)N1CCN(Cc2ccccc2)CC1
[38] Cc1cc(C)c(C#N)c(Sc2ccc(N)cc2)n1
[39] COc1ccc(S(=O)(=O)Nc2nc(C(F)(F)F)cs2)cc1
[40] Cc1ccc(Nc2c3c(nc4ncnn24)CCC3)cc1
[41] COc1n[nH]c2nncnc12
assay / entry	37	38	39	40	41
HRas wt GTP	97	98	96	96	100
Pf gametocyte	3	19	nt	-8	nt
Rab7 wt modul	96	98	93	98	100
Rac1 mut GTP	98	96	90	95	99
Avidin bead fluor	8	12	13	82*	13
Cdc42 wt	93	97	92	97	103
Mcl1 Noxa PPI	5	6	30	6	19
Mcl1-Bid inh	7	-61	25	0	-11
Rab2A wt mod	99	94	94	96	99
Rac1 wt modul	98	100	90	97	102
Bim-Mcl-1	-5	-1	-2	0	-2
